WT yeast gro inh – growth inhibition of WT strain, primary screen, mitochondrial fusion inhibitor project, WT and mutant strains, chemical genetic; inhibition, % at 10 µM; mitochondrial fusion phenotypic screen; 190,000 tested, 2.1% active; in the data active = inhibition above about 58%; tested in S. cerevisiae
XIAP displacement – XIAP antagonists, biochemical, IAP family, fluorescence polarization (AID 1018); 200,000 tested, 0.007% active; E3 ubiquitin-protein ligase XIAP (Homo sapiens); XIAP BIR domain, fluorescence polarization peptide displacement; higher % means a stronger effect; displacement, % at 20 µM; hits with a dose series show IC50 in µM; in the data active = displacement above about 50%; note: a part of the inactive calls stands beside numbers as strong as those of hits
Yfh1-off respiration – enhancers of respiration in Yfh1-depleted yeast, dose response, Friedreich's ataxia, plus single-dose screen (AID 1465); 220,000 tested, 0.074% active; fold induction at 50 µM; hits with a dose series show EC50 in µM; S. cerevisiae Yfh1-off respiration, WST-1 reduction, 72 h; higher fold induction means a stronger effect;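 active = fold induction of absorbance versus untreated yeast above a set limit, then at least 30% activation at any dose in follow-up; inconclusive = repeats straddling the limit, or above it without dose testing; inactive = fold induction below the set limit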;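 note: activators that raise dye reduction in frataxin-depleted yeast; strong numbers were not always called active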
SV40 large T antigen – SV40 large T antigen inhibitors, biochemical (AID 1903); 310,000 tested, 0.39% active; inhibition, % at 20 µM; hits with a dose series show IC50 in µM; SV40 large T antigen ATPase/helicase inhibition assay; higher % means a stronger effect; in the data active = a potency from the dose series; inconclusive = inhibition mostly from about 32% at the one dose, without a potency; inactive = the rest, 99 in 100 with inhibition below about 32%; note: strong numbers were not always called active
ER stress rescue – rescue of cells from ER stress-induced death, primary screen, 384-well, CSM14.1, thapsigargin, ATP luminescence (AID 1222). cellular ATP content (survival), % at 20 µM; hits with a dose series show EC50 in µM. 190,000 tested, under 10 active. CSM14.1 thapsigargin-induced death rescue, ATP luminescence; higher % means a stronger effect;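 active = EC50 below 50 µM in the dose-response confirmation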;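 note: death triggered by thapsigargin at about 15 µM added after 2 h compound pretreatment; cell ATP read after overnight thapsigargin exposure of roughly 18 to 22 hours; normalized against plate controls of thapsigargin alone and 5% DMSO vehicle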
NS5 inhibitors – Dengue-2 NS5 methyltransferase inhibitors, primary screen, biochemical, confirmation dose response (AID 588689); Genome polyprotein (Dengue virus type 2 (strain 16681-PDK53)); Dengue-2 NS5 methyltransferase capping enzyme assay, biochemical; higher % means a stronger effect; inhibition, % at 25 µM; hits with a dose series show IC50 in µM; 340,000 tested, 0.3% active; in the data active = a potency from the dose series; inconclusive = inhibition above about 29% without an active follow-up result
RSV antiviral HEp-2 – RSV antiviral activity via CPE protection, HEp-2 cells, primary 10 µM value included (AID 2391); HEp-2 cells, RSV-induced CPE inhibition; higher % means a stronger effect; CPE inhibition, % at 10 µM; hits with a dose series show IC50 in µM; 310,000 tested, 0.13% active; in the data active = a potency from the dose series; inconclusive = CPE inhibition mostly from about 23% at the one dose, without a potency; inactive = the rest, 99 in 100 with CPE inhibition below about 21%; note: strong numbers were not always called active
West Nile virus CPE – West Nile virus antiviral activity, cell-based, CPE readout (AID 1621); West Nile virus-infected cells, CPE inhibition; higher % means a stronger effect; CPE inhibition, % at 10 µM; hits with a dose series show IC50 in µM; 290,000 tested, 0.02% active; in the data active = a potency from the dose series; inconclusive = CPE inhibition mostly from about 3.7% at the one dose, without a potency; inactive = the rest, 99 in 100 with CPE inhibition below about 2.2%; note: strong numbers were not always called active
UTI89 phage lysis – inhibition of K1F phage lysis, E. coli UTI89, bacterial capsule biogenesis inhibitors, alamar blue (AID 488966); E. coli UTI89 K1F phage lysis, alamar blue, 2 h; higher % means a stronger effect; inhibition, % at 100 µM; hits with a dose series show IC50 in µM; 340,000 tested, 0.02% active;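 active = phage lysis inhibition, versus mean bacterial control, above a set limit; inconclusive = no clear call, values can overlap the other calls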;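 note: capsule biogenesis inhibitors block K1F phage lysis so surviving cells raise fluorescence; higher fluorescence means more inhibition of phage lysis; actives were called in the ten point dose series up to 300 µM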
WT yeast gro inh mutant strain – recorded beside WT yeast gro inh, whose call it bears; inhibition, %; mitochondrial fusion phenotypic screen, mutant strain inhibition
NS5 inhibitors pilot replicate – also measured in NS5 inhibitors; calls as there; inhibition, %; measured here: pilot screen replicate inhibition
Active calls of the source: *; i = inactive; ? = inconclusive; nt = no result given; [ ] = dose if it differs, or a comment. An unsorted share of the library, and some 2.2% of all compounds hit somewhere here.

SMILES | WT yeast gro inh | WT yeast gro inh mutant strain | XIAP displacement | Yfh1-off respiration | SV40 large T antigen | ER stress rescue | NS5 inhibitors | RSV antiviral HEp-2 | West Nile virus CPE | UTI89 phage lysis | others
Cc1c(C)n(C)c2ccc(C(=O)NCCCN3CCCC3)cc12 | nt | nt | nt | nt | 9% | nt | -7% | 0.1% | -0.2% | 4.2%
CN(C)S(=O)(=O)c1cccc(NC(=O)c2ccc(S(=O)(=O)N3CCCC3)cc2)c1 | nt | nt | nt | nt | 0% | nt | -5% | 10% | nt | 1.7%[50 µM]
C=C1CCC[C@]2(C)C[C@H]3OC(=O)C(CNCCN(C)C)[C@H]3CC12 (stereo partly specified) | nt | nt | nt | nt | 20% | nt | -4% | 0.4% | -1.1% | 0.0%
Cc1ccc(S(=O)(=O)N(CC(O)CN2CCOCC2)c2cccc([N+](=O)[O-])c2)cc1 (stereo unspecified) | nt | nt | nt | nt | 14% | nt | 3% | 1.2% | -0.6% | 0.2%
Cc1ccnc(NS(=O)(=O)c2ccc(NC(=O)c3cc(-c4ccc(Br)cc4)nc4ccccc34)cc2)n1 | -5 | 3 | -9.2% | i | 3% | -1.5% | 1% | 6.2% | 0.7% | 1.6%[50 µM]
O=[N+]([O-])c1ccc(/C=N/N=C/c2ccc([N+](=O)[O-])o2)o1 | 31 | 23 | -4.8% | i | 12% | -0.2% | 6% | nt | -1.9% | -0.6%
NC(=O)c1ccc(N2CCN(c3ccccc3F)CC2)c([N+](=O)[O-])c1 | 6 | 4 | -0.5% | i | 12% | -0.2% | 0% | 11% | -1.6% | -0.1%
CCc1ccc(Nc2nnc(SC3CCOC3=O)s2)cc1 (stereo unspecified) | -11 | -15 | -3.3% | i | 13% | 0.9% | -2% | 2.1% | -0.1% | 0.0%
CCOc1ccc(CN(C)C(=O)CNC(=O)C2CCCCC2)cc1OC | nt | nt | nt | nt | 11% | nt | 4% | 0.6% | -0.4% | -0.3%
O=C(NCc1ccccc1)C1CCN(S(=O)(=O)c2cc([N+](=O)[O-])ccc2Cl)CC1 | -1 | 9 | -7.0% | i | 7% | -3.0% | 2% | 0.7% | -0.5% | -0.2%
Cc1cccc(NC(=O)Nc2ccc(Oc3c(F)c(F)c(F)c(F)c3F)cc2)c1 | 5 | 8 | -6.3% | i | 24% | -1.0% | -3% | -1.9% | 0.8% | 0.2%
O=C(Nc1ccc(Br)cc1)C1CC(c2c(F)cccc2Cl)=NO1 (stereo unspecified) | nt | nt | nt | nt | 2% | nt | 2% | 15% | -1.6% | 0.2%
COc1ccc(Nc2nc(NCc3ccco3)nc(N/N=C/c3ccccc3F)n2)cc1 | 14 | 8 | -6.5% | i | 1% | 8.6% | -9% | -0.2% | -0.9% | 0.8%
C=CCn1c(SCc2ccc(Cl)cc2)nc2c1c(=O)[nH]c(=O)n2C | 10 | -5 | -4.4% | i | -6% | -1.9% | 5% | 8.9% | -0.5% | -0.2%
COc1ccc(C2=NN(C(=O)CSc3cn(C)c4ccccc34)C(c3ccc(OC)cc3)C2)cc1 (stereo unspecified) | -28 | -4 | -5.4% | i | 3% | -1.4% | -1% | 27% | -0.3% | 3.7%
Cc1ccc(C(=O)O/N=C(\N)c2ccccn2)cc1 | nt | nt | nt | nt | 2% | nt | 1% | 0.6% | -0.1% | -0.6%
CCOc1ccc(-n2cc(C(=O)N3CCC(C)CC3)c3cc(OC)c(OC)cc3c2=O)cc1 | 5 | 3 | -3.6% | i | 4% | -2.0% | 0% | 0.9% | 0.6% | -1.2%
CCc1nc(NC(=O)Cc2csc(C)n2)sc1C(=O)OC | nt | nt | nt | nt | 3% | nt | -5% | 1.0% | -0.5% | 0.4%
O=C(COc1ccc(N2CC(C(=O)O)CC2=O)cc1)Nc1cccc(C(F)(F)F)c1 (stereo unspecified) | -8 | -5 | -0.3% | i | -1% | 3.8% | -4% | 1.8% | -0.2% | 0.3% | NS5 inhibitors pilot replicate=1.7
CCN(CC)S(=O)(=O)c1cc(C(=O)OCC(=O)Nc2cccc(S(=O)(=O)N(C)C)c2)ccc1F | 6 | 6 | 0.8% | i | 12% | -2.0% | -4% | 0.6% | -0.2% | 0.6%
CCC(=O)Nn1c(C2CCC2)nc2ccccc2c1=O | nt | nt | nt | nt | 9% | nt | -1% | 0.0% | -0.5% | 0.3% | NS5 inhibitors pilot replicate=-2.1
COc1ccc(NC(=O)COC(=O)CCc2cc(OC)c(OC)c(OC)c2)c([N+](=O)[O-])c1 | nt | nt | nt | nt | 5% | nt | -10% | 3.8% | 0.3% | 0.3%
COc1cccc(C=N[C@@H](CO)[C@@H](O)c2ccc([N+](=O)[O-])cc2)c1O | nt | nt | nt | i | 19% | nt | 2% | -1.0% | 1.1% | -0.2%
O=c1c([N+](=O)[O-])c(N2CCOCC2)c2ccccc2n1-c1ccccc1 | 8 | 8 | -2.5% | i | 2% | 0.3% | 4% | 1.4% | -0.7% | 0.0%
Cc1cc(C)c(OCC(O)CNC(C)(C)C)c(C)c1 (stereo unspecified) | 20 | 13 | -7.4% | i | 0% | -1.7% | -4% | 1.3% | -1.0% | 0.5%
Continuation.
SMILES | WT yeast gro inh | WT yeast gro inh mutant strain | XIAP displacement | Yfh1-off respiration | SV40 large T antigen | ER stress rescue | NS5 inhibitors | RSV antiviral HEp-2 | West Nile virus CPE | UTI89 phage lysis | others
COc1ccc(-n2c(=O)[nH]cc(C(=O)Nc3ccc4c(c3)OCCO4)c2=O)cc1 | 2 | -8 | -8.3% | i | 16% | 3.4% | -9% | 3.7% | 0.8% | 0.4%
FC(F)(F)c1nnc(-c2ccccc2)nc1Sc1ccc(Cl)cc1 | 16 | 36 | -9.5% | i | -1% | -0.5% | -27% | -3.7% | 12% | 0.3%
Cc1cccc(N(C(=O)c2snc(C(N)=O)c2N)C(C(=O)NCC2CCCO2)c2ccc3ncccc3c2)c1 (stereo unspecified) | nt | nt | nt | nt | -2% | nt | -4% | ? | -0.2% | -0.4%
O=C(Nc1ccccc1)c1cc2ccc3ccccc3c2s1 | nt | nt | nt | i | 10% | nt | 0% | 6.5% | 0.0% | 0.5%
CCN(CC)CCn1c(SCC(=O)Nc2ccc(F)cc2)nc2c(sc3ccccc32)c1=O | 3 | 7 | -3.0% | i | -2% | -2.3% | nt | -2.9% | -0.3% | nt
COCCCNC(=S)N1CCC(NC(=O)c2ccco2)CC1 | -1 | -12 | -5.9% | i | 6% | -0.9% | -5% | 1.0% | 0.0% | 0.4%
COc1ccc(C2C(C#N)=C(N)N(c3ncn[nH]3)C3=C2C(=O)CCC3)cc1 (stereo unspecified) | -12 | -13 | 0.8% | i | 10% | 0.1% | -1% | 2.7% | -0.4% | -0.2%
CCOC(=O)C1(CCCc2ccccc2)CCN(C(=O)CCOC)CC1 | -13 | -3 | -13% | i | 0% | -1.4% | -4% | -1.3% | -0.7% | -0.4%
O=C(CSc1ccccn1)Nc1nc2ccc(Br)cc2s1 | nt | nt | -5.6% | i | -4% | 0.2% | -5% | 4.1% | 0.5% | 7.1%
COC1c2ccccc2C(=O)N1CCc1ccc(Cl)cc1 (stereo unspecified) | nt | nt | nt | nt | 6% | nt | -3% | 3.5% | -1.2% | 0.2%
COc1cccc(/C=N/NC(=O)CSc2cccc3cccnc23)c1 | nt | nt | nt | i | 14% | nt | -6% | 5.6% | -0.1% | -0.3%
Cc1ccc(C(=O)Nc2nc3ccccc3n2CCN2CCCC2)cc1 | 11 | -9 | -1.5% | i | -6% | -2.7% | nt | 2.1% | -0.3% | 0.6%
CC(C)CN1C=C2C(=O)C(C)(OC(=O)CCc3ccccc3)C(=O)C=C2C=C1c1ccc(C#N)cc1 (stereo unspecified) | nt | nt | nt | i | 8% | nt | 9% | -2.2% | -0.1% | 2.6%
Cc1ccc(S(=O)(=O)CCc2nnc(N)s2)cc1C | -3 | 1 | -4.0% | i | 1% | -3.3% | -2% | 1.6% | 0.1% | -1.3%
O=c1[nH]c(SCCOc2ccccc2F)nc2ccccc12 | -9 | -15 | -4.9% | i | 15% | 1.3% | -2% | 6.3% | -0.3% | 1.6%
Cc1cccc(/C=N\NC(=O)c2ccc(Cl)cc2)c1O | -7 | 3 | -2.9% | i | 3% | -0.4% | -1% | 19% | -0.8% | i
Cc1nn(C)c(=O)n1-c1ccc(OCc2ccccc2)cc1 | -2 | -1 | -2.2% | i | 8% | 1.8% | 6% | 2.2% | 0.0% | 1.3% | NS5 inhibitors pilot replicate=-3.3
CC(C)C[C@H](NC(=O)C1CCN(C(=O)[C@H](Cc2ccccc2)NC(=O)OC(C)(C)C)CC1)C(=O)O | nt | nt | nt | nt | 8% | nt | -6% | -0.1% | -0.1% | 0.9%
CC(=O)Nc1ccc(S(=O)(=O)N2CCN(Cc3nc4sc(C)c(C)c4c(=O)[nH]3)CC2)cc1 | nt | nt | nt | i | 10% | nt | -14% | -1.6% | 0.1% | -0.2%
CCC(=O)Nc1cc(C(=O)OCC(=O)c2ccc(Cl)cc2Cl)ccc1C | -10 | -23 | -1.2% | i | 0% | -2.2% | 1% | 6.0% | -0.3% | -0.6%
COc1ccc(/C(C)=N/OCC(=O)N2CC3(C)CC2CC(C)(C)C3)cc1 (stereo unspecified) | 29 | 9 | 0.2% | i | 13% | 5.3% | -1% | 0.3% | -1.7% | -0.1%
NC(=O)Nc1ccccc1C(=O)N1CCC(O)(c2ccc(Cl)cc2)CC1 | 1 | -16 | -3.0% | i | 5% | -2.4% | 3% | 1.5% | -0.1% | 0.5%
COc1ccc(C(=O)NNC(=O)c2ccncc2)cc1 | 7 | 0 | -4.6% | i | 19% | -2.1% | -4% | 1.1% | -0.5% | -0.2%
CC(=O)c1cccc(NC(=O)CNC(=O)c2cc3ccccc3o2)c1 | nt | nt | nt | nt | 4% | nt | 3% | -0.2% | 0.5% | 0.4%
CCOc1ccc(OCC)c(NC(=O)C2CCN(S(=O)(=O)c3cccnc3)CC2)c1 | -5 | -9 | -4.7% | i | 5% | -0.2% | -4% | -0.6% | -0.2% | 0.0%
